Compound activity deposited in PubChem BioAssay by National Center for Advancing Translational Sciences (NCATS).
Mito fusion yeast = inhibitors of mitochondrial division or activators of mitochondrial fusion; S. cerevisiae fusion-defective mutant growth rescue, CellTiterGlo 48 h; Potency, µM (titrated, usually from 46.1 µM), for the others: top-dose growth rescue (activation), actives largely listed as activators; 320,000 compounds, 0.23% hits; AID 485298;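 further: potency means the concentration at half of the fitted maximal effect; % of control where 0% means no effect; nearly all actives have a fitted effect of over 45% in size; temperature-sensitive fusion mutants such as fzo1-1 at 37 °C on non-fermentable ethanol glycerol medium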
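Temperature-sensitive fusion-defective S. cerevisiae (e.g. fzo1-1, mgm1-5) were grown with compound in YPEG medium (3% ethanol, 3% glycerol) for 48 hours at 37C. Growth rescue was measured as viability by CellTiterGlo luminescence after 10 minutes at ambient.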
MBNL1-CUG inh = inhibitors of human MBNL1 binding to CUG repeat RNA. Potency, µM (titrated, usually from 57.5 µM), inactives show at the highest dose activity change, negative = inhibition, hits mostly inhibitors. 280,000 compounds, 0.036% hits. TR-FRET MBNL1-His/biotin-(CUG)12 binding, 665/545 ratio. Q9NR56; active means well fitted inhibition curve with a large enough effect in the signal ratio, with a control signal flat, not every such curve was filed as active; inconclusive means small, poorly fitted or top-dose-only effect, or effect the other way, or a change in a side signal; inactive means no such curve, though single readings can be large or run the other way; the % refers to the signal ratio; further: potency means the concentration at half of the fitted maximal effect; on the % scale 0 is the no-effect control and ±100 the full control effect
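TR-FRET between His-tagged MBNL1 and biotin-(CUG)12 RNA, detected with Tb anti-His antibody (0.055 ng/ul) and streptavidin-XL665 (5 nM), 60 min at room temperature. Compounds titrated 92 nM to 58 uM; 665/545 nm ratio normalized to buffer and complex controls.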
CXXC DNA block = MLL CXXC-DNA interaction inhibition; MLL-CXXC / FITC-HOXA9 DNA fluorescence polarization; Potency, µM (top dose mostly 115 µM), for inactives: top-dose activity change, negative = inhibition, usual class: inhibitors; 290,000 compounds, 0.037% hits; AID 2662; active means well fitted inhibition curve with a large enough effect in the polarisation, with a control signal flat, not every such curve was filed as active; inconclusive means small, poorly fitted or top-dose-only effect, or effect the other way, or a change in a side signal; inactive means no such curve, though single readings can be large or run the other way; the % refers to the polarisation; further: potency means the concentration at half of the fitted maximal effect
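Steps: dispense CXXC domain solution (7 uM) → pin compounds or unlabeled HOX-A9 DNA control → 5 min ambient → add FLSN-HOX-A9 solution (50 nM) → spin → 30 min ambient → fluorescence polarization. Tris pH 7.5/NaCl/DTT/BSA buffer.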
PTAP TSG101 blk = blocks PTAP/TSG101 interaction to inhibit HIV-1 budding | Potency, µM (titrated, usually from 115 µM), inactives show at the highest dose activity change, negative = inhibition, most hits filed as inhibitors | Q99816 | 340,000 tested, under 10 active | Fluorescence polarization, FITC-PTAP peptide / Tsg101 binding; active means well fitted inhibition curve with a large enough effect in the main read-out, with a control signal flat, not every such curve was filed as active; inconclusive means small, poorly fitted or top-dose-only effect, or effect the other way, or a change in a side signal; inactive means no such curve, though single readings can be large or run the other way; further: potency means the concentration at half of the fitted maximal effect; % of control where 0% means no effect
Target sequence (Q99816 whole entry, looked up): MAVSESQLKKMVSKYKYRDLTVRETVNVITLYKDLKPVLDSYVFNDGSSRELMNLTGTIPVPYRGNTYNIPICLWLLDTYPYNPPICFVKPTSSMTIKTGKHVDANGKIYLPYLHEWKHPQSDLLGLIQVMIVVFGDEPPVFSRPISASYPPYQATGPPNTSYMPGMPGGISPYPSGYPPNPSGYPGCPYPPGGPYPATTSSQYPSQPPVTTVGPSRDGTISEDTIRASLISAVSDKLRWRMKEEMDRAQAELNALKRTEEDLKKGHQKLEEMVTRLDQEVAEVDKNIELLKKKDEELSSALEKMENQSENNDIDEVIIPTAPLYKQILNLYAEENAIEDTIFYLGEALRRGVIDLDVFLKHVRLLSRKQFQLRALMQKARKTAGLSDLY
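FP read-out: FITC-PTAP peptide, 50 nM final, binding Tsg101 binding domain, 10 uM final; 20 min, r.t.; 10 mM HEPES pH 7.5, 0.15 M NaCl, 0.01% Tween 20, 3 mM EDTA, 0.1 mM TCEP.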
TCR activator = activates T cell receptor signaling; primary human leukocytes, anti-CD3, IL-2 HTRF, 48 h; Potency, µM (doses to about 9.22 µM), inactives show at the top dose activation of IL-2 secretion, actives largely listed as activators; 330,000 tested, under 10 active; further: % of control where 0% means no effect
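Activity was scored as IL-2 release from primary human leukocytes given only a TCR signal (a-CD3 beads) plus compound for 48 hr. Detection used a two-antibody HTRF format read at 665nm.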
Integrin act MD = activates integrin-mediated alleviation for muscular dystrophy; alpha7betagal myoblasts, beta-gal FDG fluorescence, 48 h; 350,000 compounds, 0.064% hits; Potency, µM (titrated, usually from 38.3 µM), for inactives: top-dose activation, hits mostly activators; AID 624291;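 further: potency means the concentration at half of the fitted maximal effect; 100% = response of the positive control SU9516; nearly all actives have a fitted effect of over 60% in size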
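Alpha7betagal+/- myoblasts (passage 13) were plated 16-24 hr, then exposed to compounds (1:260 dilution of DMSO stock) for 48 hours at 37C. After MPER lysis, β-galactosidase reporter activity was read as FDG fluorescence (ex 480/em 540) after 30 minutes.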
AT treatment = potential ataxia-telangiectasia treatments restoring KAP-1 phosphorylation | AID 485349 | Potency, µM (titrated, usually from 57.5 µM), inactives show top-dose activation, usual class: activators | […] A-T fibroblasts, KAP-1 phosphorylation AlphaLISA; neocarzinostatin DNA damage 30 min before lysis | 320,000 compounds, 0.19% hits; further: potency means the concentration at half of the fitted maximal effect; % of control where 0% means no effect; nearly all actives have a fitted effect of over 45% in size
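hTERT-immortalized A-T patient fibroblasts ([…]), 500 cells/well in OPTI-MEM, 1% FBS, got compounds for 60 min, then NCS for 30 min at 37C. Lysates were then assayed for phospho-KAP-1 by AlphaLISA (anti-pKAP1 donor, anti-KAP1 acceptor beads), 6 hr at 25C.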
TSHR antagonist = human thyrotropin receptor antagonism. 330,000 compounds, 0.2% hits. TSHR-expressing cells, TSH-stimulated cAMP HTRF, 2 h; active compounds read low. activity change, negative = inhibition, % at 11.5 µM;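 active means activity change below a set negative limit, meaning inhibition stronger than a set level, cut at about -70% in these data; inconclusive means activity change between two set negative limits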; further: on the % scale 0 is the no-effect control and ±100 the full control effect
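TSHR-expressing cells were treated with compounds, then stimulated with TSH at EC80 (4nM final) for 2 hours at 37 deg C. Cellular cAMP was measured by HTRF competition between lysate cAMP and cAMP-d2 for a cryptate-labelled anti-cAMP antibody.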
Menin-MLL TR inh = inhibitors of human menin-MLL interaction, mutant MLL peptide | O00255 | Menin + Texas Red MLL mutant peptide, fluorescence polarization | Potency, µM (series often up to 61.6 µM), for inactives: at the highest dose FP activity change, negative = inhibition, hits mostly inhibitors | 270,000 compounds, 0.23% hits | AID 1768; active means well fitted inhibition curve with a large enough effect in the polarisation, with a control signal flat, not every such curve was filed as active; inconclusive means small, poorly fitted or top-dose-only effect, or effect the other way, or a change in a side signal; inactive means no such curve, though single readings can be large or run the other way; the % refers to the polarisation; further: potency means the concentration at half of the fitted maximal effect; % of control where 0% means no effect; many of its hits are not listed in these tables
Target sequence (O00255 whole entry, looked up): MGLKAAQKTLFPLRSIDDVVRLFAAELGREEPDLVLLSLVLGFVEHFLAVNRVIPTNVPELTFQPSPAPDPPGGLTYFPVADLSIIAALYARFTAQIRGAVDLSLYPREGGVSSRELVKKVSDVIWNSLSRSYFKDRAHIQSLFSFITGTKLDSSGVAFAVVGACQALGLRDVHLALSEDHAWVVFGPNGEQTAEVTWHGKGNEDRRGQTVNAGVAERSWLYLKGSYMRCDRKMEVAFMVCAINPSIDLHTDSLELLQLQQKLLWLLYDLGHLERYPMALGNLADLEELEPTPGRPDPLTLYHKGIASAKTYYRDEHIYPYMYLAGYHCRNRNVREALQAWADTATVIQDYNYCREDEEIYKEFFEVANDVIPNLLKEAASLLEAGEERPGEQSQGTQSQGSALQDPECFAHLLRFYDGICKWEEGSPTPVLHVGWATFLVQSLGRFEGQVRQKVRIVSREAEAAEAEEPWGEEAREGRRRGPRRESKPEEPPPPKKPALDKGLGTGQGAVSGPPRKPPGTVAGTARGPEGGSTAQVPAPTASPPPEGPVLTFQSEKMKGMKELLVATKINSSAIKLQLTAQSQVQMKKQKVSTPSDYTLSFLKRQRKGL
ASM inhibitor = inhibitors of human secretory acid sphingomyelinase | placental ASM, HMU-PC fluorogenic substrate, 60 min | Potency, µM (top dose mostly 57.5 µM), without a hit: at the highest dose activity change, negative = inhibition, most hits filed as inhibitors | 340,000 compounds, 0.006% hits | P17405 | AID 504937; further: potency means the concentration at half of the fitted maximal effect
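HMU-PC0 cleavage (9 uM final) by human placental ASM, 60 min at 37 °C following 10 min compound exposure at RT; stopped at pH 10, fluorescence Ex 386/Em 447 nm.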
The depositor's hits bear a star; [ ] = dose if it differs, or a comment. Unless noted, the call rests on the fitted dose curve; in most records, active means well fitted curve in the direction sought with a large enough effect; inconclusive means small, poorly fitted or top-dose-only effect, or another doubt; inactive means no such curve, though single readings can be large; an effect the other way counts as inactive or inconclusive. This is a subset; the hit share may differ from the screen's.

For CCOC(=O)C1CCCN(c2cc(C)nc3cc(-c4ccc(F)cc4)nn23)C1 (centres undefined) the results were Mito fusion yeast 4%, MBNL1-CUG inh 9%, CXXC DNA block -7%, PTAP TSG101 blk -8%, TCR activator 1%, Integrin act MD -2%, AT treatment -2%, TSHR antagonist -1, Menin-MLL TR inh 5% and ASM inhibitor -5%.
Screening Cn1c(=O)n(C)c2cc(S(=O)(=O)N3CCN(c4ccccc4)CC3)ccc21 returned Mito fusion yeast -2%, CXXC DNA block 1%, PTAP TSG101 blk -4%, TCR activator -10%, Integrin act MD 0%, AT treatment 6%, TSHR antagonist -6 and ASM inhibitor -2%.
`COC(Cn1c(C)c(C(C)=O)c(C(C)=O)c1C)OC` gave Mito fusion yeast 2%, MBNL1-CUG inh -5%, CXXC DNA block -17%, PTAP TSG101 blk 0%, TCR activator 21%, Integrin act MD 35%, AT treatment 1%, TSHR antagonist -18, Menin-MLL TR inh 4% and ASM inhibitor -1%.
For O=C(O)c1ccc(N/N=C/c2ccc(-c3cccc(Cl)c3)o2)cc1 the results were Mito fusion yeast -1%, MBNL1-CUG inh inconclusive, CXXC DNA block -15%, PTAP TSG101 blk -3%, TCR activator 0%, Integrin act MD -33%, AT treatment 0%, TSHR antagonist -13 and ASM inhibitor 225%[activator].
COc1ccc(C(C)NC(=O)c2ccncc2)cc1 (centres undefined) was read as Mito fusion yeast 0%, MBNL1-CUG inh 3%, CXXC DNA block -6%, PTAP TSG101 blk 1%, Integrin act MD -10%, AT treatment -4%, TSHR antagonist -10, Menin-MLL TR inh 8% and ASM inhibitor 2%.
`Cc1ccccc1C(=O)N1CCN(c2ccc(NC(=O)c3cccnc3)cc2)CC1` gave Mito fusion yeast -7%, MBNL1-CUG inh -3%, CXXC DNA block 5%, PTAP TSG101 blk 0%, Integrin act MD 11%, AT treatment 1%, TSHR antagonist -13, Menin-MLL TR inh 4% and ASM inhibitor 1%.
For Nc1nc(NS(=O)(=O)c2ccc(Cl)cc2)nn1-c1ccccc1 the results were Mito fusion yeast 4%, MBNL1-CUG inh 5%, CXXC DNA block 4%, PTAP TSG101 blk 0%, TCR activator 0%, Integrin act MD -14%, AT treatment 3%, TSHR antagonist 6 and ASM inhibitor 6%.
Screening CCOC(=O)N1CCN(C(=O)c2oc3ccc(S(=O)(=O)N4CCCCCC4)cc3c2C)CC1 returned Mito fusion yeast 9%, MBNL1-CUG inh 0%, CXXC DNA block 1%, PTAP TSG101 blk -11%, TCR activator 9%, Integrin act MD inconclusive, AT treatment 3%, TSHR antagonist -9, Menin-MLL TR inh inconclusive and ASM inhibitor 4%.
For COc1ccccc1N1CCN(C(=O)C(=O)c2c(C)[nH]c3ccccc23)CC1 the results were Mito fusion yeast 0%, MBNL1-CUG inh 0%, CXXC DNA block 15%, PTAP TSG101 blk -6%, TCR activator -3%, Integrin act MD inconclusive, AT treatment 9%, TSHR antagonist -1 and ASM inhibitor -4%.
Screening Cc1ccc(Nc2nnc(SCC(=O)NCC3CCCO3)s2)cc1 (centres undefined) returned PTAP TSG101 blk -4%, TCR activator -1%, Integrin act MD 1%, AT treatment -2%, TSHR antagonist -5 and ASM inhibitor 1%.
`CC(C)CCOc1ccc(C(=O)N2CCCC2C(=O)O)cc1` (centres undefined) gave Mito fusion yeast 0%, MBNL1-CUG inh -5%, CXXC DNA block -1%, PTAP TSG101 blk -2%, TCR activator -36%, Integrin act MD 15%, AT treatment -6%, TSHR antagonist -6, Menin-MLL TR inh 17% and ASM inhibitor -5%.
Screening N=c1c2c(-c3ccccc3)c(-c3ccccc3)oc2ncn1Cc1ccco1 returned Mito fusion yeast -2%, MBNL1-CUG inh -9%, CXXC DNA block 19%, PTAP TSG101 blk -1%, TCR activator -4%, Integrin act MD -7%, AT treatment 0%, TSHR antagonist -9, Menin-MLL TR inh 13% and ASM inhibitor 1%.
`COc1cccc(OCC(=O)N(Cc2nc(-c3ccc(Cl)cc3)no2)C(C)C)c1` gave Mito fusion yeast 7%, MBNL1-CUG inh -7%, CXXC DNA block -1%, PTAP TSG101 blk 0%, TCR activator 13%, Integrin act MD 5%, AT treatment 5%, TSHR antagonist -6, Menin-MLL TR inh -12% and ASM inhibitor -15%.
For Cc1cc2c(cc1[N+](=O)[O-])NC(CNC(C)C)CC2 (centres undefined) the results were Mito fusion yeast 0%, MBNL1-CUG inh 25%, CXXC DNA block -4%, PTAP TSG101 blk 0%, TCR activator 5%, Integrin act MD -53%[inhibitor], AT treatment 27%, TSHR antagonist 13, Menin-MLL TR inh -14% and ASM inhibitor -12%.
Screening CC(C)CN(C(=O)CSc1nnc(-c2cccs2)n1N)c1c(N)n(Cc2ccccc2)c(=O)[nH]c1=O returned Mito fusion yeast 1%, PTAP TSG101 blk 0%, TCR activator -2%, Integrin act MD 8%, AT treatment -8%, TSHR antagonist -2 and ASM inhibitor 0%.

The last 2 entries of the section above open the next one:
For Cc1cc2c(cc1[N+](=O)[O-])NC(CNC(C)C)CC2 (centres undefined) the results were Mito fusion yeast 0%, MBNL1-CUG inh 25%, CXXC DNA block -4%, PTAP TSG101 blk 0%, TCR activator 5%, Integrin act MD -53%[inhibitor], AT treatment 27%, TSHR antagonist 13, Menin-MLL TR inh -14% and ASM inhibitor -12%.
Screening CC(C)CN(C(=O)CSc1nnc(-c2cccs2)n1N)c1c(N)n(Cc2ccccc2)c(=O)[nH]c1=O returned Mito fusion yeast 1%, PTAP TSG101 blk 0%, TCR activator -2%, Integrin act MD 8%, AT treatment -8%, TSHR antagonist -2 and ASM inhibitor 0%.
`CNC(=O)c1[nH]cnc1C(=O)Nc1cccc(OC)c1` gave Mito fusion yeast -2%, MBNL1-CUG inh -7%, CXXC DNA block -4%, PTAP TSG101 blk -1%, TCR activator 1%, Integrin act MD inconclusive, AT treatment -3%, TSHR antagonist 2, Menin-MLL TR inh inconclusive and ASM inhibitor -4%.
Screening CC(C)N=C(NS(=O)(=O)c1cccs1)c1ccccc1 returned Mito fusion yeast -1%, MBNL1-CUG inh 4%, CXXC DNA block 4%, PTAP TSG101 blk -3%, TCR activator -3%, Integrin act MD 8%, AT treatment -11%, TSHR antagonist -1 and ASM inhibitor 0%.
Screening Cc1ccc(CCNC(=O)c2cc(-c3ccncc3)nc3ccccc23)cc1 returned Mito fusion yeast 7%, MBNL1-CUG inh 7%, CXXC DNA block -2%, PTAP TSG101 blk -1%, TCR activator -4%, Integrin act MD -34%[inhibitor], AT treatment -3%, TSHR antagonist -12 and ASM inhibitor -3%.
Screening COc1ccc(CCNC(=O)CCCn2c(=O)[nH]c3cc(OC)c(OC)cc3c2=O)cc1OC returned Mito fusion yeast 0%, MBNL1-CUG inh 15%, CXXC DNA block 3%, PTAP TSG101 blk 0%, TCR activator 3%[46.1 µM], Integrin act MD -16%, TSHR antagonist -5, Menin-MLL TR inh -7% and ASM inhibitor 6%.
O=C(c1ccco1)c1cc2c(ccc3ccccc32)oc1=O was read as Mito fusion yeast 6%, MBNL1-CUG inh inconclusive, CXXC DNA block 7%, PTAP TSG101 blk -2%, TCR activator -3%, Integrin act MD -19%, TSHR antagonist 4, Menin-MLL TR inh 2% and ASM inhibitor 37%.
For COc1ccc(CCN(Cc2nc3ccccc3c(=O)[nH]2)C(=O)C2CC2)cc1 the results were Mito fusion yeast 5%, MBNL1-CUG inh 4%, CXXC DNA block 4%, PTAP TSG101 blk 0%, TCR activator 7%, Integrin act MD 2%, AT treatment 4%, TSHR antagonist -1, Menin-MLL TR inh 1% and ASM inhibitor -4%.
Screening CCOc1cc(C)c(S(=O)(=O)N2CCCC2)cc1C returned Mito fusion yeast 1%, MBNL1-CUG inh -6%, CXXC DNA block 2%, PTAP TSG101 blk 4%, TCR activator -4%[46.1 µM], Integrin act MD -23%, TSHR antagonist -5, Menin-MLL TR inh 7% and ASM inhibitor 4%.
O=c1c2ccccc2nnn1CSc1nnc(Nc2ccccc2)s1 was read as Mito fusion yeast 4%, MBNL1-CUG inh -5%, CXXC DNA block 11%, PTAP TSG101 blk -3%, TCR activator -4%, Integrin act MD -2%, AT treatment 9%, TSHR antagonist 5, Menin-MLL TR inh -15% and ASM inhibitor 1%.
